# L3MBTL1 inh: blocks human L3MBTL1; AlphaScreen L3MBTL1–H3K9me1 peptide binding; Potency, µM (top dose mostly 57.1 µM), for inactives: at the top dose activity, negative = inhibition, hits mostly inhibitors; actives 0.66% (n = 230,000); note: % is set by controls: 0 for no effect and ±100 for the full control effect; nearly all actives have a fitted effect of over 60% in size
# Target sequence (Q9Y468 whole entry, looked up): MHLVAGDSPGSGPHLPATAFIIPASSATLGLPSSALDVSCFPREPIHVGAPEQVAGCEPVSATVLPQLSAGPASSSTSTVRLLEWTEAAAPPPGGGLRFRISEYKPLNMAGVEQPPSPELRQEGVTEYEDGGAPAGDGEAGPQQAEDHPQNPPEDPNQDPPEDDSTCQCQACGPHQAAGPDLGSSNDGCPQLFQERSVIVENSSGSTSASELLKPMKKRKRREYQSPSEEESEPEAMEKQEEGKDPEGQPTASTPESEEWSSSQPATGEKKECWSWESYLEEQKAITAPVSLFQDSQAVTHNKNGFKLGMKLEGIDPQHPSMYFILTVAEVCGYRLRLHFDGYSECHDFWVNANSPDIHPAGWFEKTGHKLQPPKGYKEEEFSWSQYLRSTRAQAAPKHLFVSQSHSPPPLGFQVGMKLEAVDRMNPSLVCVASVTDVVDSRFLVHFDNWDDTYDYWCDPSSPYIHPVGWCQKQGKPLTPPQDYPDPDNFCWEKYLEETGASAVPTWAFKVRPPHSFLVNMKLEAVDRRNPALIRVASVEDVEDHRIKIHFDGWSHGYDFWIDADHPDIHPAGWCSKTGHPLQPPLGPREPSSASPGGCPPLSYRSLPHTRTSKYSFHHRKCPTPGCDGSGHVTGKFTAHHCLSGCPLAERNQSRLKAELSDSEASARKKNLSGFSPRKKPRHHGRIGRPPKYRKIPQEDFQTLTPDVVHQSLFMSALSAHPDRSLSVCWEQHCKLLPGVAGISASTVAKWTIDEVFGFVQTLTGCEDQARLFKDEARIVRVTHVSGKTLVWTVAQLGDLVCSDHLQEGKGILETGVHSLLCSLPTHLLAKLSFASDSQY
#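 L3MBTL1 50 nM + b-AHA-H3(1-15)K9me1 75 nM, 30 min RT; compound added, 30 min RT; streptavidin donor/Ni-chelate acceptor beads 10 ug/mL each final, 30 min RT dark; AlphaScreen read.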
# Tau fluor cs: counter-screen for tau fibril formation inhibitors. tau K18 P301L Alexa594 fluorescence, heparin fibrillization. actives 0.93% (n = 280,000). Potency, µM (titrated, usually from 57.7 µM), for inactives: at the highest dose activity change, negative = decrease. AID 1463; note: % is set by controls: 0 for no effect and ±100 for the full control effect; nearly all actives have a fitted effect of over 55% in size
#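 Human tau K18 P301L (15 uM unlabeled, 0.24 uM Alexa 594-labeled) in 100 mM sodium acetate pH 7 with 20 uM heparin, 6 hr at 37 C. ThT 30 uM added, 1 hr ambient; Alexa 594 FP and total fluorescence read at 555/632 nm.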
# HTT ATP protect: protects HTT-Q103 PC12 cells, measured by ATP | actives 0.14% (n = 230,000) | Potency, µM (top dose mostly 56.4 µM), without a hit: cytoprotection (ATP increase), most hits filed as activators | PC12 HTT-Q103 induced, cytoprotection, ATP luminescence, 40 h;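 note: % of control where 0% means no effect; nearly all actives have a fitted effect of over 45% in size; toxic huntingtin expression switched on by the ecdysone agonist tebufenozide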
#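 Cells were plated at 1500 per well in phenol red-free DMEM with 5% equine and 5% calf serum. Tebufenozide (100 nM final) and compounds were added, then ATPlite reagent, and luminescence was read.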
# TexasRed fluor: alters Texas Red total fluorescence, flagging assay interference | TRb/SRC2 Texas Red total fluorescence interference | Potency, µM (titrated, usually from 106 µM), inactives show at the highest dose fluorescence change, negative = quenching | actives 0.29% (n = 280,000) | AID 1479; active = well fitted curve in either direction with a large enough effect; inconclusive = small, poorly fitted or top-dose-only effect; note: % is set by controls: 0 for no effect and ±100 for the full control effect
#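 Flags fluorescent or light-absorbing compounds by total fluorescence, S + 2P, at 555 nm excitation and 632 nm emission. Mixture: 20 nM Texas Red SRC2 peptide, 0.6 uM human TRb LBD, 1 uM T3, 5% DMSO; compound exposure 5 h at ambient temperature.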
# Tau ThT inhib: inhibitors of human tau fibril formation, thioflavin T binding | Potency, µM (top dose mostly 57.4 µM), without a hit: at the highest dose activity, negative = inhibition, usual class: inhibitors | AID 1460 | actives 2.1% (n = 270,000) | recombinant tau K18 P301L, heparin-induced fibrillization, ThT fluorescence; note: % is set by controls: 0 for no effect and ±100 for the full control effect; nearly all actives have a fitted effect of over 55% in size
# Target sequence (P10636 561-689 P618L limits assumed): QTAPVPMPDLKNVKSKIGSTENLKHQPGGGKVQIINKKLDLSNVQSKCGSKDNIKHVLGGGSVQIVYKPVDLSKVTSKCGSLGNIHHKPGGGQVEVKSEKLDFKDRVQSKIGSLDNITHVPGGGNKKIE
#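 Heparin-induced fibrillization of the P301L-mutant K18 repeat-domain fragment of human tau was followed by ThT binding in quantitative high-throughput format.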
# Tau fibril FP: tau fibrillization inhibition (FP); K18 P301L tau heparin fibrillization, Alexa594 FP, 6 h; Potency, µM (series often up to 57.7 µM), inactives show at the highest dose activity, negative = inhibition, hits mostly inhibitors; actives 0.39% (n = 280,000); AID 1468; note: % is set by controls: 0 for no effect and ±100 for the full control effect; nearly all actives have a fitted effect of over 55% in size
#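 Heparin (20 uM) drove fibril formation of recombinant tau K18 P301L, 15 uM unlabeled with 0.24 uM Alexa 594 label, for 6 hr at 37 C in 100 mM sodium acetate pH 7. Fluorescence polarization (555/632 nm) read 1 hr after 30 uM ThT.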
# TRb-SRC2 inh: disrupts binding of human TR beta to SRC2; Potency, µM (top dose mostly 106 µM), for the others: top-dose activity change, negative = inhibition, hits mostly inhibitors; actives 0.065% (n = 280,000); AID 1469; P10828; TRbeta-SRC2 peptide binding, fluorescence polarization; receptor liganded with 1 µM T3;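 note: plate controls were bound peptide for no effect and peptide without receptor for full effect; nearly all actives have a fitted effect of over 50% in size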
#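 TRb LBD 0.6 uM + Texas Red SRC2 peptide 20 nM, 1 uM T3, Tris buffer w/ 5% DMSO; compound pinned, 5 h RT; FP read ex 555/em 632; normalized to unbound and bound controls.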
# RECQ1 helicase: inhibitors of human RECQ1 DNA helicase; RECQ1 DNA unwinding, red fluorescence kinetic read; Potency, µM (series often up to 57.3 µM), inactives show top-dose activity, negative = inhibition, most hits filed as inhibitors; actives 0.54% (n = 240,000); AID 2549;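 note: plate controls were vehicle for no effect and no enzyme for full effect; nearly all actives have a fitted effect of over 30% in size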
#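 50 nM RECQ1T1 preincubated 15 min with compound in Tris pH 8.0 buffer with MgCl2, DTT, Tween-20 and 2.5 ug/ml poly(dI-dC); started with 200 nM TAMRA/BHQ-2 forked duplex and 2 mM ATP. Unwinding read as fluorescence (525/598 nm), two reads 2 h apart.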
# An asterisk follows results filed as active; i = inactive; ? = inconclusive; . = not tested or not shown; & = joins results of further samples; [ ] = dose if it differs, or a comment. Unless noted, calls come from the whole dose curve; as a rule, active = well fitted curve in the direction sought with a large enough effect; inconclusive = small, poorly fitted or top-dose-only effect, or another doubt; inactive = no such curve, though single readings can be large; an effect the other way counts as inactive or inconclusive. Potency is the fitted concentration of half-maximal effect. An excerpt; count on the stated rates, not on these rows.
# The line under a structure holds: L3MBTL1 inh, Tau fluor cs, HTT ATP protect, TexasRed fluor, Tau ThT inhib, Tau fibril FP, TRb-SRC2 inh, RECQ1 helicase
- CC(=O)Nc1ccc(OCC(O)CN2CCCCC2C)cc1 (centres undefined)
 : 9%, 9%, 6%[10 µM], 1%, -2%, -2%, 5%, ?
- CC(=O)NC(CC(=O)Nc1nc(C)cs1)c1ccccc1 (centres undefined)
 : ., -2%, 1%[10 µM], 0%, 2%, 1%, 1%, 4%
- C=CCCCCCCCCCCCc1ccco1
 : ., 1%, ., 0%, -20%, -1%, -3%, -15%
- Cc1ccc(OCc2nnc(NC(=O)Cc3cccs3)s2)cc1
 : -13%, 4%, -10%[10 µM], 0%, -1%, 2%, -10%, i
- COc1ccc(C2c3[nH]c4ccccc4c3CCN2CCCn2cccn2)c(F)c1 (centres undefined)
 : ?, ?, -1%[10 µM], 1%, ?, -3%, -2%, 2%
- COc1cc([N+](=O)[O-])cc(/C=N/N(CCC#N)C(C)=O)c1O
 : -3%, -1%, ., -5%, ?, 4%, 3%, 18%
- Cc1ccc(N2CC(C(=O)NCCS(=O)(=O)N3CCN(c4ccccc4)CC3)CC2=O)cc1C (centres undefined)
 : ., 1%, ., -3%, -1%, -5%, -6%, .
- CCN(CC)S(=O)(=O)c1ccc(C(=O)N=c2sc3cccc(OC)c3n2C)cc1
 : ., -7%, ., 6%, 3%, -7%, -4%, .
- CC(C)NCC(=O)C12CC3CC(CC(C3)C1)C2
 : 5%, -1%, 3%[10 µM], -1%, -3%, -4%, 5%, -2%
- CCCc1nn2c(=O)cc(COC(=O)c3ccccc3NC(=O)C3CCCCC3)nc2s1
 : ., 6%, ., -1%, -7%, 15%, -7%, .
- Cc1onc(-c2c(F)cccc2Cl)c1C(=O)NCCO
 : ., -4%, -5%, 2%, -5%, -3%, -2%, -5%
- CCn1c(=O)c2cc(C(=O)NCc3cccs3)sc2c2ccccc21
 : 3%, -13%, -16%[10 µM], 0%, -2%, -17%, 7%, i
- C=CCNc1oc(-c2cccc3ccccc23)nc1C#N
 : 14%, ?, -13%[10 µM], -2%, -6%, -1%, 2%, 0%
- CCCCSc1nc(O)cc(=O)n1CC
 : -5%, -2%, ., -2%, -6%, -1%, -1%, i
- S=C(NCCc1ccccc1)NN=C1CCCCCC1
 : -28%, 1%, -45%[inhibitor][10 µM], 0%, 0%, 3%, 4%, 30%[activator]
- O=c1c2[nH]c3ccccc3c2ncn1CCN1CCOCC1
 : 4%, -3%, -4%, 0%, -7%, -7%, -3%, -6%
- O=C1c2ccccc2C(=O)N1CC#CCN1CCN(C(c2ccccc2)c2ccccc2)CC1
 : ., -13%, 32%, -2%, -18%, 6%, -5%, 1%
- COc1ccccc1N1CCN(C(=O)c2n[nH]c3ccccc23)CC1
 : 0%, -11%, 5%[10 µM], -2%, -11%, 4%, -7%, -2%
- CCc1ccc(NC(=O)CC2C(=O)N(c3ccc(F)cc3)C(=O)N2Cc2ccc(F)cc2)cc1 (centres undefined)
 : ., ?, ., 1%, ?, -17%, 0%, .
- Cc1nc(C)c(-c2ccc(SCC(=O)Nc3ccc(Br)cc3)nn2)s1
 : ., ?, ., -21%, ?, ?, 4%, .
- COCCN1C=C2C(=O)C(C)(OC(=O)C3CCCC3)C(=O)C(c3ccccc3)=C2C=C1CCCC(=O)OC (centres undefined)
 : ., -11%[11.6 µM], -9%&11%[10 µM], 1%[11.2 µM], -18%[11.5 µM], 2%[11.6 µM], 6%[11.2 µM], 11%[11.5 µM]
- CCCOc1ccc(-c2nn(-c3ccccc3)cc2/C=C2\SC(N)=NC2=O)cc1
 : -6%, -26%, -19%[10 µM], -3%[53 µM], 8%, -14%, -4%[53 µM], 2%
- O=C(NCCC1=CCCCC1)C(=O)NCc1ccncc1
 : 3%, 6%, ., 1%, 3%, 1%, 3%, i
- COc1ccc(CNC(=O)c2ccc3c(c2)N(Cc2ccccc2C)C(=O)c2ccccc2S3=O)cc1 (centres undefined)
 : ., -21%, ., -2%, 4%, -2%, 11%, .
- CC(C)(/C=N/O)N(O)C=C1C=CC(=O)C=C1
 : 14%, -11%, 4%[10 µM], -3%, -16%, 3%, -3%, i
- O=C(NNc1ccc(Cl)cc1)c1cccs1
 : 1%, -19%, 4%[10 µM], 2%, -17%, 1%, -5%, i
- COc1cc2c(cc1OC)C1=C(C#N)CN(C3CCCCC3)CN1CC2
 : -1%, -11%, -21%, -4%, ?, -4%, -5%, 15%
- Cc1nnc(SCC(=O)NCc2ccc(N(C)C)cc2)c2nn(-c3ccccc3)c(C)c12
 : ., -21%, ., 0%, ?, -3%, -6%, .
- O=C(COc1ccc(Br)cc1)Nc1cccc2cccnc12
 : ., -20%, ., -1%, -14%, -14%, 2%, .
- COC(=O)c1cn(NC(=O)C2CCCCC2)c(=O)c2ccccc12
 : ., -6%, -18%, -1%, -4%, -4%, -20%, 20%
- CC(=O)N1CCC(=NNc2ccc(S(N)(=O)=O)cc2[N+](=O)[O-])CC1
 : 2%, -15%, 29%[10 µM], -1%, ?, -3%, 0%, i
- NC(=O)c1cc(C(=O)c2ccc(Cl)cc2Cl)c[nH]1
 : -7%, 2%, -19%, -1%, 3%, 1%, 6%, i
- COC(=O)C1C(=O)c2c([nH]c(C(=O)OCCOC(C)C)c2C)CC1C (centres undefined)
 : ., -7%, -14%, -4%, -7%, 0%, 1%, -4%
- S=C(c1nc2ccccc2[nH]1)N1CCOCC1
 : 7%, -7%, 0%[1.9 µM], -2%, -6%, -15%, -11%, -2%
- OCC(O)CNC(=S)NC1CCCCC1 (centres undefined)
 : 6%, -2%, 20%[10 µM], 0%, -3%, -1%, -5%, -1%
- CCC(C)C(=O)Nc1nnc(-c2cccs2)s1 (centres undefined)
 : 11%, 1%, 0%[10 µM], -4%, 2%, 0%, 4%, i
- Cn1c(=O)oc2cc(S(=O)(=O)Nc3ccccc3)ccc21
 : -18%, -8%, 13%[10 µM], -2%, -6%, 0%, 2%, i
- CC(=O)c1sc(NS(=O)(=O)c2ccc(C)cc2)nc1C
 : ., -2%, -32%[inhibitor], 0%, 2%, -5%, 3%, 7%
- Cc1ccc2c(c1)C1(SCCS1)C(=O)N2
 : 3%, -6%, 24%, -6%, -6%, -11%, -3%, -7%
- Cc1ccc(NC(=O)CN2c3cccc4cccc(c34)S2(=O)=O)cc1S(=O)(=O)N1CCOCC1
 : 4%, ?, 25%[10 µM], 3%, -16%, -8%, 22%, -5%
- O=C(CN1CCCCCC1)OCCN=C1NS(=O)(=O)c2ccccc21
 : 0%, 4%, -4%[10 µM], -1%, 1%, -9%, -25%, i
- CCCCc1nc(N2CCOCC2)c(C#N)c2c1CCCC2
 : 20%, 5%, -38%[inhibitor], 0%, -3%, 6%, -1%, i
- COc1ccccc1Nc1cc(C(=O)N2CCc3ccccc3C2)c2ccccc2n1
 : 28%, -21%, -29%, 0%, 0%, 17%, 1%, -29%
- COc1ccc(NC(=O)CCn2c(-c3ccc(F)cc3)cc(C(C)=O)c2C)c(OC)c1
 : ., -21%, ., -4%, -11%, 3%, -6%, .
- O=C(/C=C/c1ccccc1)c1ccc2c(c1)OCCCCO2
 : 1%, 4%, -43%[inhibitor], -3%, ?, 12%, -18%, -5%
- O=C(Cc1cccs1)Nc1nnc(SCC(=O)NC2CCCCC2)s1
 : -11%, 2%, 8%, 2%, -10%, 6%, 7%, i
- CN(C)/C=C1\N=C(c2ccc3c(c2)OCO3)OC1=O
 : ?, -14%, -17%, -5%, -16%, -8%, -12%, 0%
- Cc1cc(C)c(NC(=O)C(C)OC(=O)c2cc(Br)c(Br)s2)c(C)c1 (centres undefined)
 : 1%, 0%, 7%[10 µM], -2%, 4%, 2%, 3%, -16%
- COc1ccc(NC(=O)CC(C)n2nc(C)cc2C)cc1Cl (centres undefined)
 : ., -13%, ., -3%, -7%, -11%, 1%, .
- O=C(CN(CCO)c1ccccc1)Nc1ccc(Cl)c(S(=O)(=O)N2CCOCC2)c1
 : 0%, -24%, 10%[10 µM], -3%, -4%, -13%, -2%, i
- CN(C)S(=O)(=O)c1ccc(S(=O)(=O)NC2CCOC(C)(C)C2)cc1 (centres undefined)
 : 0%, 1%, 25%[10 µM], -3%, 0%, 0%, 0%, -6%
- CCCn1c(=O)c(C(=O)NCc2ccncc2)c(O)c2ccccc21
 : 3%, -12%, -28%, 2%, ?, 3%, -4%, i

# Compounds above that contain a nitro group on carbon, in the order listed:
# The line under a structure holds: L3MBTL1 inh, Tau fluor cs, HTT ATP protect, TexasRed fluor, Tau ThT inhib, Tau fibril FP, TRb-SRC2 inh, RECQ1 helicase
- COc1cc([N+](=O)[O-])cc(/C=N/N(CCC#N)C(C)=O)c1O
 : -3%, -1%, ., -5%, ?, 4%, 3%, 18%
- CC(=O)N1CCC(=NNc2ccc(S(N)(=O)=O)cc2[N+](=O)[O-])CC1
 : 2%, -15%, 29%[10 µM], -1%, ?, -3%, 0%, i

# Compounds shown so far that have an NH in an aromatic ring (6):
# The line under a structure holds: L3MBTL1 inh, Tau fluor cs, HTT ATP protect, TexasRed fluor, Tau ThT inhib, Tau fibril FP, TRb-SRC2 inh, RECQ1 helicase
- COc1ccc(C2c3[nH]c4ccccc4c3CCN2CCCn2cccn2)c(F)c1 (centres undefined)
 : ?, ?, -1%[10 µM], 1%, ?, -3%, -2%, 2%
- O=c1c2[nH]c3ccccc3c2ncn1CCN1CCOCC1
 : 4%, -3%, -4%, 0%, -7%, -7%, -3%, -6%
- COc1ccccc1N1CCN(C(=O)c2n[nH]c3ccccc23)CC1
 : 0%, -11%, 5%[10 µM], -2%, -11%, 4%, -7%, -2%
- NC(=O)c1cc(C(=O)c2ccc(Cl)cc2Cl)c[nH]1
 : -7%, 2%, -19%, -1%, 3%, 1%, 6%, i
- COC(=O)C1C(=O)c2c([nH]c(C(=O)OCCOC(C)C)c2C)CC1C (centres undefined)
 : ., -7%, -14%, -4%, -7%, 0%, 1%, -4%
- S=C(c1nc2ccccc2[nH]1)N1CCOCC1
 : 7%, -7%, 0%[1.9 µM], -2%, -6%, -15%, -11%, -2%

# Bioassay records (PubChem)
